Source: PubChem BioAssay (several laboratories)
M5 PAM – potentiates acetylcholine response at human M5 receptor. P08912. CHO-K1 hM5, Fluo-8 calcium, ACh EC20 PAM; 0% = ACh EC20, 100% = ACh EC100. activation, % at 3 µM. hit rate 0.3% among 360,000;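 active = activation above the run cutoff, the mean activation of all test compounds plus 3 SD, cut at about 18% in these data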
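Test system: CHO-K1 hM5 cells / Doses: single-point, 3 µM nominal / Times: Post-acetylcholine fluorescence recording 140 s / Technique: Fluo-8 calcium fluorescence / Measure: Max/basal fluorescence ratio as % of EC20–EC100 ACh window / Benchmarks: low control EC20 acetylcholine (0%), high control EC100 acetylcholine (100%) / Replicates: one well per compound, no replicates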
M4 PAM – CHRM4 positive allosteric modulation. P08173. CHO-K1 hM4/Gqi5, Fluo-8 calcium fluorescence, ACh EC20; 0% = ACh EC20, 100% = maximal ACh. activation, % at 3 µM. hit rate 0.4% among 360,000. AID 624126;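 active = activation above its plate's cutoff, the mean activation of sample wells plus 3 SD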; note: some results filed as inactive read as strong as hits
CRFR2-BP antag – CRF-BP/CRF-R2 complex antagonism; HEK293 CRF-R2/CRF-BP, CRF-induced calcium fluorescence; inhibition, % at 11.8 µM; hit rate 0.59% among 350,000;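 active = inhibition of the ligand-induced calcium signal above about 50% at the single tested concentration, limit read from the data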
IDE cell inh – inhibits human insulin-degrading enzyme in HEK cells. FAbetaB cleavage, fluorescence polarization. inhibition, % at 5.59 µM. hit rate 0.41% among 320,000. AID 434962;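 active = percent inhibition above the average of all tested compounds plus 3 SD, set per screening campaign, cut at about 16% in these data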;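 note: IDE supplied by intact live HEK cells; FP after avidin binding of uncleaved biotin substrate so inhibition keeps polarization high; 0% = DMSO wells and 100% = 60 µM reference IDE inhibitor Ii1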
Target sequence (P14735 whole entry, looked up): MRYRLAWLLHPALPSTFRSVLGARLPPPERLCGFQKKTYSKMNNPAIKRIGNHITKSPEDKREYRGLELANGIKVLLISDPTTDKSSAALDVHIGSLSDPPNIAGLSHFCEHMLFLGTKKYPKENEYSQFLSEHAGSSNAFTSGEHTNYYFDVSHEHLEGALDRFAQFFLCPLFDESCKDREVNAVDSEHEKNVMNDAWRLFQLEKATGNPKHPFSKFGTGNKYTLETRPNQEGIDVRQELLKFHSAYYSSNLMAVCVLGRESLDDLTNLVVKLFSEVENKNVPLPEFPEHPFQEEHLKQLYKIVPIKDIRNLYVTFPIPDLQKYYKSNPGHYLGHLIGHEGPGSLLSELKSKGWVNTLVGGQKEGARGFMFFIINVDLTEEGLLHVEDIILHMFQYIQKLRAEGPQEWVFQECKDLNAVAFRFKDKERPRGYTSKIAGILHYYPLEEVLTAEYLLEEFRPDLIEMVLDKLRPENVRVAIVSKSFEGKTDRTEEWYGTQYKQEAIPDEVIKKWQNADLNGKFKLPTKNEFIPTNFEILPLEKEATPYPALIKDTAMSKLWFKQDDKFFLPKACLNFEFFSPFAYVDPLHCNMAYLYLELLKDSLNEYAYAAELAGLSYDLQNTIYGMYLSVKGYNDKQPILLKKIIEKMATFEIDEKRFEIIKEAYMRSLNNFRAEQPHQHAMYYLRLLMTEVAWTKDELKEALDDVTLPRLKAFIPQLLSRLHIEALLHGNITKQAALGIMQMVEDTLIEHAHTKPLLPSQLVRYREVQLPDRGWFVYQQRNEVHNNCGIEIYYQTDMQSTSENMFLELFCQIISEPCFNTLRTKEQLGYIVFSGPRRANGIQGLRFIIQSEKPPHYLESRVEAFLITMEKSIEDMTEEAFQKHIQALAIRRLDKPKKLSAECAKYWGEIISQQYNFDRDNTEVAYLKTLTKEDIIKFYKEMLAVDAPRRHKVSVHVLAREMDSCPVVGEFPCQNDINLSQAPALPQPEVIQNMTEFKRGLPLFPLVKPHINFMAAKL
CRFR2-BP ag – agonists of human CRF-binding protein/CRF-R2 receptor complex | HEK293 CRF-R2/CRF-BP, calcium dye fluorescence (FLIPR); percent of saturating CRF peptide response | hit rate 0.46% among 350,000 | activation, % at 13.2 µM;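 active = activation of at least 50%, plus an integration ratio under a set limit after plate pattern correction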;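 note: plate controls were neutral control wells without compound for no effect and CRF at EC100 for full effect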
M4 ag – agonists of human muscarinic M4 receptor (CHRM4). P08173. CHO-K1 hM4/Gqi5, Fluo-8 calcium fluorescence; vehicle 0%, full acetylcholine response 100%. activation, % at 3 µM. hit rate 0.14% among 360,000;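 active = activation above the run mean over all test wells plus 3 SD, cut at about 32% in these data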;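 note: peak over basal fluorescence ratio per well then scaled between controls; 0% = DMSO wells and 100% = acetylcholine at EC100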
CHRM5 agonist – CHRM5 agonism in calcium assay | P08912 | CHO-K1 hM5 cells, Fluo-8 calcium fluorescence; 0% DMSO wells, 100% maximal acetylcholine response | activation, % at 3 µM | hit rate 0.19% among 360,000 | AID 624037;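 active = activation above the run's mean over test compounds plus 3 SD, cut at about 23% in these data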;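 note: signal is peak over basal fluorescence ratio across the kinetic read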
CHRM4 antagonist – blocks acetylcholine activation of human M4 receptor | P08173 | CHO-hM4 cells, ACh EC80, Fluo-8 calcium fluorescence | inhibition, % at 3 µM | hit rate 0.73% among 360,000 | AID 624125;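 active = inhibition above its plate's cutoff, the mean inhibition of sample wells plus 3 SD, cut at about 27% in these data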;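 note: 0% = acetylcholine EC80 with DMSO and 100% = DMSO without agonist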
M5 antag – CHRM5 antagonism in calcium assay; hit rate 0.59% among 360,000; inhibition, % at 3 µM; AID 624040; CHO-hM5 cells, Fluo-8 calcium fluorescence, ACh EC80; P08912;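 active = inhibition above a per-plate cutoff, the mean of that plate's test compounds plus 3 SD, cut at about 27% in these data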;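 note: 0% = acetylcholine EC80 with DMSO and 100% = DMSO without agonist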
The depositor's hits bear a star; / = not tested or not shown.

SMILES	M5 PAM	M4 PAM	CRFR2-BP antag	IDE cell inh	CRFR2-BP ag	M4 ag	CHRM5 agonist	CHRM4 antagonist	M5 antag
O=C(Cc1ccc(S(=O)(=O)N2CCOCC2)s1)NC1CCCCC1	-3	4	-1	1	-1.0	-1	0	14	13
Cn1c2ccc(F)cc2c2nnc(SCCN3CCOCC3)nc21	-5	-5	-9	/	-1.8	13	-1	5	8
O=C(O/N=C1/CCCc2occc21)c1ccccc1	-3	10	4	1	0.7	0	-8	-3	-11
CC12CCC(=O)N1C(C(=O)Nc1nc(-c3ccc(F)c(F)c3)cs1)CS2 (stereo unspecified)	-12	-4	-33	-2	7.5	5	1	0	7
O=C(CCC(=O)N1CCOc2ccc(Cl)cc21)NCCN1CCOCC1	-1	-3	0	-1	-1.1	0	2	3	-3
CCC(C)NS(=O)(=O)c1ccc(NC(=O)Cc2ccc(OC)cc2)cc1 (stereo unspecified)	-11	4	-27	-3	7.9	12	12	-10	5
O=C1NC[C@@H](CCCCN2CCN(Cc3ccccc3)C(=O)C2=O)N(Cc2ccccc2)C1=O	-2	5	/	/	/	1	-2	-7	-1
CC(/C=C/c1ccccc1)=N\NC(=O)c1cc(C)[nH]n1	-6	-3	3	-5	-1.5	1	-1	-1	7
Brc1ccc2c(c1)C(c1cccs1)=NNC(c1cccnc1)=N2	-4	-11	-10	9	-1.0	0	1	10	-2
COc1ccc(C(=O)N/N=C(\C)Cn2nc([N+](=O)[O-])cc2C)cc1	-4	5	9	-1	0.2	1	-1	-15	-2
COc1ccc(Cl)cc1C(=O)NCC#N	0	7	10	5	-1.4	1	5	8	-1
O=C(NCCS(=O)(=O)NCc1ccc(F)cc1)c1ccc2c(c1)OCO2	-4	12	-7	-3	1.3	1	1	-8	9
COc1cccc(NC(=S)NNC(=O)Cn2nc(C(F)(F)F)cc2C)c1	-3	-7	-10	2	-1.2	0	0	10	7
Cc1cc(NC(=O)CCNS(=O)(=O)c2cc(Br)cnc2N)ccc1Br	-5	-5	-22	4	-1.0	12	2	3	6
Nc1cc(N)c(OCC(F)(F)F)cc1OCC(F)(F)F	5	-1	7	-3	7.4	0	2	-4	-2
CCC(C)c1c(O)nc(SCc2ccccc2)[nH]c1=O (stereo unspecified)	-8	0	-8	4	18	3	7	5	-8
Cc1cc(C)nc(NC2=NCC(=O)N2c2ccc3c(c2)OCCO3)n1	-4	-5	5	-2	-1.6	-1	3	5	9
CN(C)c1ccc(NC(=O)c2ccncc2)c2ccccc12	1	16	4	1	0.8	0	3	9	-1
Cc1ccc(S(=O)(=O)Cc2ccc(C(=O)N3CCN(c4cccc(C)c4C)CC3)o2)cc1	-6	-5	35	7	-0.7	5	-1	-17	3
CCCNC(=O)N1CCC(C(=O)c2cccc(F)c2)CC1	-3	6	-10	-2	0.5	1	0	1	-14
O=C(Nc1cccnc1)c1cc(-c2cc(Cl)ccc2O)n[nH]1	-4	-4	4	-3	0.5	10	7	-7	4
CN1C(=O)N(C)C2C1N(C)S(=O)(=O)N2C (stereo unspecified)	4	-4	-52	-1	-0.3	0	10	1	-11
O=C(NCCc1cccs1)C(c1ccccc1)c1ccccc1	-1	-9	17	3	0.2	3	-7	13	7
OCC1(CCOc2ccccc2)CCN(Cc2ccncc2)CC1	-3	2	4	1	-0.2	1	-4	-2	3
OC(CNCc1ccccc1)(c1ccccc1)c1ccccc1	-5	-6	1	2	-0.7	2	-4	-2	9

Structural class, the compounds so far with fluorine
SMILES	M5 PAM	M4 PAM	CRFR2-BP antag	IDE cell inh	CRFR2-BP ag	M4 ag	CHRM5 agonist	CHRM4 antagonist	M5 antag
Cn1c2ccc(F)cc2c2nnc(SCCN3CCOCC3)nc21	-5	-5	-9	/	-1.8	13	-1	5	8
CC12CCC(=O)N1C(C(=O)Nc1nc(-c3ccc(F)c(F)c3)cs1)CS2 (stereo unspecified)	-12	-4	-33	-2	7.5	5	1	0	7
O=C(NCCS(=O)(=O)NCc1ccc(F)cc1)c1ccc2c(c1)OCO2	-4	12	-7	-3	1.3	1	1	-8	9
COc1cccc(NC(=S)NNC(=O)Cn2nc(C(F)(F)F)cc2C)c1	-3	-7	-10	2	-1.2	0	0	10	7
Nc1cc(N)c(OCC(F)(F)F)cc1OCC(F)(F)F	5	-1	7	-3	7.4	0	2	-4	-2
CCCNC(=O)N1CCC(C(=O)c2cccc(F)c2)CC1	-3	6	-10	-2	0.5	1	0	1	-14

Random excerpt: 2 compounds from above.
SMILES	M5 PAM	M4 PAM	CRFR2-BP antag	IDE cell inh	CRFR2-BP ag	M4 ag	CHRM5 agonist	CHRM4 antagonist	M5 antag
COc1cccc(NC(=S)NNC(=O)Cn2nc(C(F)(F)F)cc2C)c1	-3	-7	-10	2	-1.2	0	0	10	7
CN(C)c1ccc(NC(=O)c2ccncc2)c2ccccc12	1	16	4	1	0.8	0	3	9	-1

Next part:
SMILES	M5 PAM	M4 PAM	CRFR2-BP antag	IDE cell inh	CRFR2-BP ag	M4 ag	CHRM5 agonist	CHRM4 antagonist	M5 antag
Cc1cc2c(=O)oc(-c3ccc(F)cc3)nc2s1	-3	-6	-10	2	-0.5	0	-2	5	11
Cc1ccc(N2CC(C(=O)N(C)CC(=O)Nc3ccc(Cl)c(C(F)(F)F)c3)CC2=O)cc1 (stereo unspecified)	-1	0	7	-5	0.8	-1	-1	4	1
O=C1NCCCC1C(=O)Nc1cccc(C(F)(F)F)c1 (stereo unspecified)	-3	0	15	-3	0.9	2	-1	-8	6
Cc1cc(C)c(NC(=O)COC(=O)C23CC4CC(CC(O)(C4)C2)C3)c(Cl)c1	-6	-2	2	8	-0.5	1	1	9	20
CCOC(=O)C1=C(C)NC(C)=C(C(=O)OCC)C1C(=O)OCC(=O)N1CC(C)OC(C)C1 (stereo unspecified)	0	3	3	7	-2.3	1	-2	-20	5
Cc1ccccc1-c1cc(C(=O)NCc2cccc(Br)c2)n(CC2CC(c3cccnc3)=NO2)n1 (stereo unspecified)	-31	-11	8	-1	0.0	15	-7	22	25
CCCOc1ccc(NC(=O)CC2C(=O)N(CC)C(=S)N2CCCN2CCN(Cc3ccccc3)CC2)cc1 (stereo unspecified)	4	-18	-34	2	-1.1	11	0	11	7
CC(C)NC(=O)C1(N2C(=O)c3ccccc3C2=O)CCCC1	-2	15	2	/	0.1	1	-5	-11	14
CCOC(=O)c1ccc(CSC(=N)N)o1	1	-16	-4	0	-0.2	0	-10	1	4
CNC(=S)N1CCN(c2ccccn2)CC1	-3	4	3	1	-1.4	1	-2	2	0
CSc1ncc(Cl)c(C(=O)Nc2ccccc2C)n1	2	4	-8	2	0.7	-1	-6	-4	6
Cc1ccc(-c2csc(C(C#N)=C(O)CN3CCN(C(=O)c4ccco4)CC3)n2)cc1	-1	7	12	/	-5.4	-1	-1	0	14
CCOC(=O)N/N=C/c1c[nH]c2ccccc12	3	-3	-7	3	-0.1	0	-1	-5	-1
O=C(NC1CCN(C(=O)Nc2cccc(Cl)c2)CC1)c1ccccc1	1	13	-6	-2	-0.6	2	-5	-9	4
O=C(O)c1cccc(CSc2nnc(Cc3ccccc3)o2)c1	15	16	10	5	1.1	-1	1	-1	-9
O=C(c1cccc([N+](=O)[O-])c1)N1CCc2ccccc21	9	-3	9	-6	-0.1	-1	1	8	8
CCN(CCCNC(=O)CN1C(=O)COc2ccc(S(=O)(=O)N3CCC(C)CC3)cc21)Cc1ccccc1	-4	-12	-17	2	1.1	0	-8	-1	11
O=C(COC(=O)c1ccco1)Nc1ccc2c(c1)OCCO2	-1	4	9	2	-2.6	0	3	9	0
CCOC(=O)/C=C/C(=O)OCC(=O)Nc1ccc(Cl)cn1	-2	-1	-18	1	1.8	0	0	-2	0
Cc1cc(C)cc(OCC(=O)OCC(=O)Nc2cc(S(=O)(=O)N3CCOCC3)ccc2Cl)c1	0	18	2	2	0.4	6	1	-15	-7
CC1CCN(S(=O)(=O)N2CCC(C(=O)NCc3cccnc3)CC2)CC1	2	-6	14	-7	1.5	2	-6	0	0
Cc1cc(NC(=O)c2ccc3nc(C)sc3c2)no1	-4	11	-26	4	-1.5	2	1	-10	1
Cc1ccc(C(=O)N/N=C\c2cccc(OC(=O)c3cccc(F)c3)c2)cn1	1	-4	-26	-1	1.2	8	0	1	-3
Cc1cc(C)cc(NC(=O)CCCCCN2C(=O)[C@@H]3Cc4ccccc4CN3C2=O)c1	-5	-2	-9	4	-1.5	5	-5	2	8
Cc1cc(NC(=O)COC(=O)CCCOc2ccc(Cl)cc2C)no1	11	-6	18	4	6.6	21	-1	-1	-8

Just M4 ag, M5 antag and CHRM4 antagonist (four entries from above):
smiles	M4 ag	M5 antag	CHRM4 antagonist
CNC(=S)N1CCN(c2ccccn2)CC1	1	0	2
Cc1ccc(N2CC(C(=O)N(C)CC(=O)Nc3ccc(Cl)c(C(F)(F)F)c3)CC2=O)cc1 (stereo unspecified)	-1	1	4
Cc1cc(C)cc(NC(=O)CCCCCN2C(=O)[C@@H]3Cc4ccccc4CN3C2=O)c1	5	8	2
O=C(NC1CCN(C(=O)Nc2cccc(Cl)c2)CC1)c1ccccc1	2	4	-9

Next compounds
SMILES	M5 PAM	M4 PAM	CRFR2-BP antag	IDE cell inh	CRFR2-BP ag	M4 ag	CHRM5 agonist	CHRM4 antagonist	M5 antag
Cc1ccc(NC(=O)CN(c2ccccc2F)S(C)(=O)=O)cc1	5	-6	-10	3	0.8	0	-3	1	-6
Cc1onc(-c2ccccc2)c1C(=O)NCc1cccs1	1	3	20	1	0.3	1	-8	4	3
O=C(COc1cccc(F)c1)Oc1ccc(C(=O)c2ccccc2)cc1	-7	-6	16	-5	-1.4	1	-1	3	13
OC[C@@H]1CN(Cc2ccncc2)C[C@H](n2cnc3c(N4CCOCC4)ncnc32)O1	0	14	/	/	/	1	0	-10	-4
Cc1ccc(OCc2ccc(C#N)cc2)c(C(=O)c2cc(C#N)c(=O)n(C3CC3)c2)c1	-1	7	-3	13	-0.3	0	-2	-5	3
COc1cccc(CC2(CO)CCCN(Cc3cnn(-c4ccccc4)c3)C2)c1 (stereo unspecified)	-2	-5	-22	0	0.5	0	-8	0	6
Cc1c(NC(=S)NC(=O)C(C)(C)C)c(=O)n(-c2ccccc2)n1C	4	4	-2	-6	2.9	1	-2	-5	-7
C/C(N)=C(/C#N)C(=O)CSc1nnc(-c2ccc3c(c2)OCO3)o1	-4	-2	2	-2	0.0	2	0	1	7
CCNC(=O)c1sc(=S)n(CC)c1N	4	6	2	5	-1.7	1	3	-6	-6
COc1ccc(C(=O)NN/C=C/C(=O)c2ccc(Br)cc2)cc1	-4	-1	-5	/	-0.2	0	1	-22	4
CC1=CC=CC2=NC(=O)CC(C)(C(=O)O)N12 (stereo unspecified)	-7	2	-6	-2	-0.1	1	0	-1	8
Cc1nn(C)c(C(=O)NNC(=S)Nc2ccc(F)cc2)c1[N+](=O)[O-]	-4	-4	8	5	-2.0	1	5	3	-7
O=C1CC(c2ccc(F)cc2)C2=C(CCCC2=O)N1 (stereo unspecified)	4	11	7	5	-1.3	0	-2	4	-3
